From PubChem
NSD2 inh: inhibitors of human histone methyltransferase NSD2; O96028; NSD2 peptide methylation, AlphaScreen, 120 min; inhibition, % at 12.5 µM; 310,000 tested, 0.54% active; in the data active = inhibition above about 50%
Wnt bcat act: activates Wnt/beta-catenin signaling in a reporter cell assay | activator, plate reader | activation, % at 9.35 µM | 300,000 tested, 1.2% active | AID 743398; in the data active = activation above about 30%, passing the limit was not always enough; inconclusive = no clear call, values can overlap the other calls;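 note: 0% = neutral control wells and 100% = positive control wells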
SR-BI HDL uptake: mouse SR-BI HDL lipid transfer inhibition | Q61009 | ldlA[mSR-BI] CHO cells, DiI-HDL uptake fluorescence, 3 h | inhibition, % at 12.5 µM | 320,000 tested, 0.96% active | AID 488896;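 active = mean replicate inhibition of at least 70% and a set share of replicates each scoring 70 or more; inconclusive = meets just one of the two criteria; inactive = fails both criteria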;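 note: 0% = median of neutral control wells and 100% = median of positive control wells; values of inactives mirror those of a sister screen read the other way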
Target sequence (Q61009 whole entry, looked up): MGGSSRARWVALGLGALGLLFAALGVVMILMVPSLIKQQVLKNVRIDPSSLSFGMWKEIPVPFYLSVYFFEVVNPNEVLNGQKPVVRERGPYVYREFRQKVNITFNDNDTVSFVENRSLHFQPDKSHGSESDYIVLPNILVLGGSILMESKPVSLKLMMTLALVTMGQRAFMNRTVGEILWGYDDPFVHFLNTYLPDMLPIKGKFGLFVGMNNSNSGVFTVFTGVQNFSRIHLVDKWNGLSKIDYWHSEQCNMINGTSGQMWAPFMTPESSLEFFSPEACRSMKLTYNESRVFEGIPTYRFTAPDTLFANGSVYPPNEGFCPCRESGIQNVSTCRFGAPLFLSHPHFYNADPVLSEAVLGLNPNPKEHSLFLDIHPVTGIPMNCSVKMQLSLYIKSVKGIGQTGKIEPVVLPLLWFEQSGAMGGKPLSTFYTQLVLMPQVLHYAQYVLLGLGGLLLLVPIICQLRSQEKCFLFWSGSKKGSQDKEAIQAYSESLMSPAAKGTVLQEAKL
PvdQ acylase: P. aeruginosa PvdQ acylase inhibition; inhibition, % at 10 µM; 340,000 tested, 0.063% active; purified PvdQ acylase, fluorescence plate reader; in the data active = inhibition above about 30%, passing the limit was not always enough; inconclusive = no clear call, values can overlap the other calls;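 note: 0% = vehicle neutral wells and 100% = reference inhibitor wells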
MITF act: activators of MITF-driven TRPM1 promoter activity in SK-MEL-5 cells. SK-MEL-5 TRPM1-promoter luciferase, 24 h; % of positive control, neutral wells = 0. 300,000 tested, 0.75% active. activation, % at 12.5 µM;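 active = mean activation of at least 80% with every replicate also reaching 80%; inconclusive = mean reaches 80% but some replicate falls short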;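 note: 0% = neutral control wells and 100% = parthenolide positive control wells; values of inactives mirror those of a sister screen read the other way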
HTR5A inv ag: inverse agonist of human HTR5A in OPRM1-OPRD1 counter-screen; HTR5A cell line, luminescence, inverse agonism; 340,000 tested, 0.083% active; P47898; inhibition, % at 9.3 µM; in the data active = inhibition mostly above about 23%, no sharp cut-off; inactive = mostly below about 18%;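 note: 0% = cells with DMSO and 100% = no-cell wells with DMSO; some compounds called inactive have numbers as strong as hits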
Target sequence (P47898 whole entry, looked up): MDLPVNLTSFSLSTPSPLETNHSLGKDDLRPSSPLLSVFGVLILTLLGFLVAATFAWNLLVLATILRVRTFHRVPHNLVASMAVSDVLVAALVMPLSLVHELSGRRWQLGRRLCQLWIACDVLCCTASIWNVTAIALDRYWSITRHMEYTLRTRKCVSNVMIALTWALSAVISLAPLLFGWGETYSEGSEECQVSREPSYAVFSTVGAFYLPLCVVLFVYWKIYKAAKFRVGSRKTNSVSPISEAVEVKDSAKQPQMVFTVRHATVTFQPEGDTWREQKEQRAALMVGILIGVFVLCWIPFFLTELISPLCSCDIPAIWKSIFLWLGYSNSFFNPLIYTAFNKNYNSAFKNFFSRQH
V-ATPase pH: yeast V-ATPase proton transport regulation by pHLuorin; S. cerevisiae, pHLuorin cytosolic pH fluorescence; response, % at 10 µM; 350,000 tested, 0.37% active; AID 504577; in the data active = response mostly above about 7.3%, no sharp cut-off; inactive = mostly below about 5.4%; note: actives read high; inactives centre near 0; some compounds called inactive have numbers as strong as hits; reference of the scale not given here
HTR5A ag: activates human HTR5A in OPRM1-OPRD1 agonist counter-screen; P47898; HTR5A agonist assay, luminescence, cell-based; activation, % at 9.3 µM; 340,000 tested, 0.61% active; in the data active = activation mostly above about 9.5%, no sharp cut-off; inactive = mostly below about 7.6%;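 note: 0% = cells with vehicle only and 100% = reference agonist; strong numbers were not always called active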
dFosB act: mouse delta FosB homodimer activation; P13346; purified delta FosB, TAMRA-CDK5 oligo fluorescence polarization; percent of positive-control signal above neutral wells; activation, % at 25 µM; 340,000 tested, 0.99% active; AID 493131;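 active = mean activation above about 17%, with every replicate also reaching it, limit read from the data, passing the limit was not always enough; inconclusive = only one of the two conditions met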;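 note: fluorescence polarization rise as delta FosB binds a TAMRA Cdk5 AP-1 oligo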
CDK5 p35 inh: inhibitors of human CDK5/p35 kinase | 330,000 tested, 0.01% active | inhibition, % at 10 µM | Recombinant CDK5/p35, ADP-Glo luminescence, 60 min | AID 488839;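 active = highest replicate inhibition of at least 50% and at least 75% of replicates reaching 50%; inconclusive = only one of the two criteria met; inactive = both criteria failed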;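 note: plate controls were DMSO neutral control for no effect and GW8510 at 10 µM for full effect; many of its hits are not listed in these tables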
Active calls of the source: *; ? = inconclusive; . = not tested or not shown.

SMILES	NSD2 inh	Wnt bcat act	SR-BI HDL uptake	PvdQ acylase	MITF act	HTR5A inv ag	V-ATPase pH	HTR5A ag	dFosB act	CDK5 p35 inh
COC(=O)COc1ccc(S(=O)(=O)Nc2ccc3c(c2)OCO3)cc1Cl	.	.	0	-10	-2	6	-3	-2	-2	-1.7
Cc1ccc(NS(=O)(=O)c2cccc(C(=O)NCCCn3ccnc3)c2)cc1	0	-3	-37	-6	-1	-7	-4	2	3	1.0
COc1ccc(-c2noc(CN(C(=O)c3ccoc3C)C(C)C)n2)cc1	4	-1	0	-1	1	-6	-2	4	-7	-3.0
O=C1C2CCCCC2C(=O)N1c1nccs1 (centres undefined)	-3	-2	1	12	.	9	2	-2	5	-0.5
Cc1ncc([N+](=O)[O-])n1CC(=O)Nc1ccc(F)c(F)c1	-3	1	2	-15	-2	2	4	0	10	0.3
O=S(=O)(c1ccc(N2CCCC2c2nc3ccccc3s2)nc1)N1CCOCC1 (centres undefined)	23	.	-4	-9	.	9	-2	-4	-2	0.0
CC(=O)N(C)c1ccc(NC(=O)/C=C/c2ccccc2Cl)cc1	0	.	27	-1	?	-12	1	4	-14	0.7
Cc1cccc(NC(=O)CSc2nc3ccccc3c(=O)n2CC2CCCO2)c1 (centres undefined)	-4	-2	80*	-16	-6	-3	-2	1	-5	0.0
CC1(CCBr)C(=O)N(c2ccccc2)c2ccccc21 (centres undefined)	-3	0	-1	-11	7	1	2	0	-6	1.3
COc1cc(C(=O)OCC(=O)N2c3ccccc3NC(=O)C2(C)C)ccc1OCC(C)C	-5	-1	54	13	3	7	1	5	-4	-0.9
CC(C)(C)N1C(=O)c2ccc(C(=O)Nc3ccc(-c4nc5ccccc5[nH]4)cc3)cc2C1=O	-1	.	-15	7	6	-37	1	-4	-2	-0.7
Cc1ccc(C(=O)OCC(=O)Nc2ccccc2)cc1NC(=O)c1ccco1	1	14	-8	10	24	4	-8	4	27*	-0.2
O=C1/C(=C/N(C(=O)c2ccco2)c2ccc(Cl)cc2)Sc2ccccc21	.	.	7	13	67	-6	0	2	-3	1.0
COc1cccc(CNC(=O)CCNC(=O)C2CCN(S(=O)(=O)c3ccccc3)CC2)c1	-3	2	1	-13	-12	9	1	-2	5	0.1
CC(C)(O)C#Cc1ccc(CN2CCC(CO)(CCc3ccccc3)CC2)cc1	0	-1	13	7	.	-7	-1	2	-4	0.4
CC(C)CN(C(=O)COC(=O)COc1ccc2c(c1)CCC2)c1c(N)n(Cc2ccccc2)c(=O)[nH]c1=O	0	-3	22	-9	-3	-2	-1	1	-1	1.3
CNCCC=C1c2ccccc2C=Cc2ccccc21	.	0	-28	-6	0	9	2	4	5	0.0
COC(=O)Oc1ccc(/C=N/NC(=O)CSCc2ccccc2Br)cc1OC	2	.	.	6	0	5	3	4	-13	1.4
Cc1ccc(S(=O)(=O)Nc2ccc(N3CCCCC3)cc2)cc1	12	-1	-1	3	0	-15	7	6	1	-0.1
Cc1cccc(NC(=O)NNC(=O)c2ccc(C)c([N+](=O)[O-])c2)c1	2	-1	-19	-14	0	3	1	-1	1	-5.3
CCOC(=O)Cn1c2ccccc2n2nc(CCC(=O)O)c(=O)nc12	-9	-4	-17	-21	12	-3	1	1	-4	0.0
CC(Nc1nc(Nc2ccc(F)cc2)nc(SCC(N)=O)n1)c1ccccc1 (centres undefined)	2	2	7	-2	-10	-1	4	0	0	-2.2
CN1CCN(c2ccc(Cl)cc2NC(=O)CN2C(=O)NC(C)(c3ccccc3)C2=O)CC1 (centres undefined)	0	1	-28	-4	15	-5	3	2	-8	-0.7
CCOC(=O)c1nn(-c2ccc(F)cc2)c2nc(CC(C)C)c(C#N)c(=O)n12	0	.	7	-13	0	-5	-1	0	-4	-0.1
CCN(CC)c1ccc(/C=N/n2c(C)nc3ccccc3c2=O)cc1	3	9	3	-4	-4	10	5	-3	-16	-0.2
COC(=O)c1cc(-c2ccc(F)cc2)n(-c2ccccc2)n1	-3	-2	22	-5	-16	12	2	-3	2	-0.9
COc1ccc(NC(C)=O)cc1CP(=O)(c1ccccc1)c1ccccc1	-1	-1	2	-8	6	13	-2	-4	-2	0.6
CC(=O)Nc1ccc(N(C(=O)CNC(=O)c2ccco2)C(C(=O)NCc2ccco2)c2ccccc2)cc1 (centres undefined)	-2	1	-24	4	-4	4	8	-1	-6	0.0
COc1cccc(CNS(=O)(=O)c2cc3c4c(c2)CCN4C(=O)CC3)c1	1	-5	20	10	1	16	-3	3	-1	-0.1
Cc1ccc(NC(=O)CNC(=O)c2cccs2)nc1	26	3	-19	-3	10	-22	2	7	1	0.3
CC(N)c1ccc(Cl)cc1Cl (centres undefined)	-3	.	-60	5	-5	-22	0	-1	-3	0.4
Cc1cc(=O)c2ccccc2s1	-2	-2	-9	16	9	5	3	5	-2	-0.1
Cn1cc(S(=O)(=O)NC[C@H]2O[C@@H](n3ccc(=O)[nH]c3=O)[C@H](O)[C@@H]2O)cn1	.	-3	-25	8	-5	3	1	-1	4	0.0
CS(=O)(=O)c1ccc(C(=O)OCC(=O)NC(=O)C2COc3ccccc3O2)cc1[N+](=O)[O-] (centres undefined)	-1	0	-2	-17	-16	-11	-4	3	-6	-1.2
CC(C)CCNC(=O)NC(=O)COC(=O)/C=C/c1cc(Br)ccc1F	-8	.	-10	-12	6	-10	-3	4	-3	-2.5
O=c1c2c([nH]c3ccccc13)CCCCCC2	0	.	2	-14	0	-1	6	1	-12	2.1
O=C(c1ccc(F)cc1)C1CCN(Cc2cn[nH]c2-c2ccccc2)CC1	-2	0	-3	-4	.	-37	2	1	-5	1.4
CC(C)CC1Nc2ncnc(N3CCN(c4ccccc4)CC3)c2N(Cc2ccc(Cl)cc2)C1=O (centres undefined)	.	0	-23	-15	3	2	-2	-1	-21	-0.8
O=C(c1ccccc1)N1CCCC(C(=O)N2CCN(c3ccccc3)CC2)C1 (centres undefined)	-6	-1	2	-6	.	32	-1	-6	-4	0.8
Cc1ccc(S(=O)(=O)Nc2cncnc2NS(=O)(=O)c2ccc(C)cc2)cc1	-7	-2	-3	-17	-1	7	-2	-2	0	-1.4
COCCn1c(SCc2nc3sc(C(=O)OC)c(C)c3c(=O)[nH]2)nc2ccccc21	4	2	21	-2	10	-15	-2	-4	-4	-0.5
COc1ccccc1OCC(=O)Nc1oc(-c2ccccc2)c(-c2ccccc2)c1C#N	2	.	62	3	-12	11	0	-5	-12	-0.9
O=C(/C=C/c1ccccc1Br)c1ccc2c(c1)OCO2	0	11	-15	-6	32	-29	-2	11	-8	0.0
Cc1ccc(C)c(NC(=S)NCCSc2ccc(Cl)cc2)c1	2	.	41	-4	0	-8	1	2	-12	-2.2
O=C(COC(=O)c1ccccc1F)Nc1ccc(S(=O)(=O)N2CCOCC2)cc1	0	-7	9	-8	3	8	3	-2	-12	0.7
O=[N+]([O-])c1ccc(-c2nnc3n2CCCCC3)cc1	-1	4	18	-5	-14	14	-1	-4	7	1.2
COc1ccc(N(CC(=O)NCc2ccco2)S(C)(=O)=O)cc1Cl	1	4	24	-16	.	10	3	1	5	0.8
COc1ccc2c(c1)C(SCC(=O)NCCc1ccccc1)CC(C)(C)O2 (centres undefined)	.	-3	8	25	2	-4	2	1	-8	3.0
O=C1C2C3C=CC(C3)C2C(=O)N1c1ccc(-c2nc3ccccc3c(=O)o2)cc1 (centres undefined)	35	-2	-13	0	-12	-11	3	3	1	-0.2
Cc1ccc(N2CCN(CC(O)COc3cccc(C)c3)CC2)cc1 (centres undefined)	7	0	3	-15	-3	-5	0	1	-8	0.5
O=C(c1ccccc1)N1N=C(c2ccccc2O)CC1c1ccc(Br)cc1 (centres undefined)	-1	-2	23	0	-10	2	-6	-1	2	-2.2
Cc1ccc(CN(c2ccc(C(=O)N3CCCC3)cc2)S(C)(=O)=O)cc1	1	.	30	-14	1	5	0	6	-2	0.8
COc1ccc(N(C(=O)c2snc(C(N)=O)c2N)C(C(=O)NC2CCCC2)c2ccc3ncccc3c2)cc1 (centres undefined)	1	-3	.	-20	-4	-11	-2	4	14	-7.6
COc1ccc(Cc2nc3ccccc3n2CC(=O)N/N=C/c2ccc(O)cc2)cc1OC	-2	.	38	1	12	.	4	.	2	0.7
CCOCCc1nnc(NC(=O)c2ccc(OC)c(OC)c2)s1	-2	.	11	-6	-9	8	-3	1	-15	-0.7
CC(C)C[C@H]1CN([C@@H](CC(C)C)CN2CCCC2CN2C(=S)NC[C@@H]2Cc2ccc(O)cc2)C(=S)N1CC1CCCCC1 (some centres undefined)	.	-12	-11	-7	-13	6	4	-2	1	-0.5
COc1cc(-c2nnn(CC(=O)N3CCOCC3)n2)cc(OC)c1OC	7	-1	-8	-27	-1	9	-7	4	0	-8.4
CC(C)c1ccc(N2CC(C(=O)Nc3nccs3)CC2=O)cc1 (centres undefined)	8	.	-9	-15	6	-26	2	-1	-17	0.3
CC1CCCCC1NC(=O)CN1C(=O)NC(C)(c2cccc(Br)c2)C1=O (centres undefined)	7	-1	4	-8	2	10	1	1	-3	0.2
O=C1CC(c2ccc(F)cc2)Sc2ccccc2N1 (centres undefined)	-2	.	-13	9	.	3	1	-4	-6	-0.9
Remaining list, next part.
SMILES	NSD2 inh	Wnt bcat act	SR-BI HDL uptake	PvdQ acylase	MITF act	HTR5A inv ag	V-ATPase pH	HTR5A ag	dFosB act	CDK5 p35 inh
Cc1csc(NC(=O)CSc2[nH]c(=O)ncc2C)n1	0	3	-12	-19	-1	1	-1	0	5	0.7
O=c1c(Cl)c(NCc2ccco2)cnn1C12CC3CC(CC(C3)C1)C2	.	3	.	-4	3	-1	5	1	-7	-4.4
CCCCCC(=O)N/N=C/c1ccco1	2	-8	-16	-8	3	-6	-3	2	-2	-0.2
O=C1CSC(c2ccccc2[N+](=O)[O-])N1c1cccc(F)c1 (centres undefined)	1	0	-8	-4	3	-4	8.3*	1	-9	0.5
COc1ccccc1C1=NOC(C)(c2sc(-c3ccc(Cl)cc3)nc2C)C1 (centres undefined)	.	2	1	-10	37	-4	-2	8	3	0.0
CCc1cc2c(NCCN3CCCCC3)ncnc2s1	9	.	-21	2	3	7	-4	0	-4	-0.6
COCCNC(=O)C(OC(=O)c1ccco1)c1ccccc1Cl (centres undefined)	-5	0	-5	0	1	6	3	-2	5	1.9
CCOC(=O)c1sc(NC(=O)c2c(CC)noc2C)nc1C	-1	2	9	-11	13	-1	-4	0	-7	-1.2
Cc1cc(C)cc(NC(=O)C2CCN(c3nc(C)cc(C)n3)CC2)c1	-2	-2	33	5	-4	13	-2	-5	2	-0.2
COc1ccc(/C=C/C(=O)c2oc3ccc(F)cc3c2C)cc1	.	.	0	-14	10	-7	1	4	-16	-2.3
Cc1nc(NN)c2c3c(sc2n1)COC(C)(C)C3	-2	-2	-22	-7	-7	2	3	-1	-3	1.6
CC(C)(C)NC(=O)Cn1c(-c2nonc2N)nc2ccccc21	2	.	1	-2	9	.	2	.	-4	0.1
